# Screens from PubChem.
# ST2 inh: inhibitors of human ST2 (IL1RL1) binding to IL-33. AlphaLISA ST2-Fc/biotin-IL-33 interaction, 1 h. 2.3% of 78,000 active. inhibition, % for hits at 17 µM. Q01638; in the data active = inhibition above about 30%; inconclusive = mostly about 10% to 28%
# Target sequence (Q01638 whole entry, looked up): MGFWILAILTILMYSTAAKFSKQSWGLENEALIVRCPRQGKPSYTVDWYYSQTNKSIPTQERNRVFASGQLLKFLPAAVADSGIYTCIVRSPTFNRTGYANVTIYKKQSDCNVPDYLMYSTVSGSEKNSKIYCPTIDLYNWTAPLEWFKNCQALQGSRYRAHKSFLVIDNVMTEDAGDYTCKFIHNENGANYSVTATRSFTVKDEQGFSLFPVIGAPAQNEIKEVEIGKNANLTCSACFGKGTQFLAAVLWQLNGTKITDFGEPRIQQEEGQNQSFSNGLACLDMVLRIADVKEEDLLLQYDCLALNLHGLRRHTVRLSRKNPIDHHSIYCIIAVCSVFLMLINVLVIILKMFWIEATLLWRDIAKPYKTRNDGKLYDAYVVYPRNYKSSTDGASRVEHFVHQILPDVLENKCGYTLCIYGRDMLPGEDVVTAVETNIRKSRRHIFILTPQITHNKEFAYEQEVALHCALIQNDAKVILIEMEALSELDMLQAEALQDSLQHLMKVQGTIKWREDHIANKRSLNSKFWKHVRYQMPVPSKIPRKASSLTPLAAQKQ
# * hit, by the source's call; i = inactive; ? = inconclusive. This is a subset; the hit share may differ from the screen's.
structure	ST2 inh
O=C(c1cc(-c2ccncc2)nc2ccccc12)N1CCN(c2ccccc2)CC1	i
Cc1cccc(OCc2nnc(NC(=O)C(F)(F)F)s2)c1C	i
Cc1c([N+](=O)[O-])c2ccc(O)c(CN(C)C)c2n1-c1ccccc1	i
COc1ccc(-n2nc3c(c2NC(=O)c2ccc(OC(C)C)cc2)CS(=O)C3)cc1 (centres undefined)	i
Nc1ncnc(Sc2nc3ccccc3[nH]2)c1[N+](=O)[O-]	i
Cc1cccc(N2CCN(Cc3ccsc3)CC2)c1C	?
O=C(c1ccc(Br)o1)N(Cc1ccccc1)c1ccccn1	i
CCOc1ccc(C(=O)Nc2cccc(NC(=O)c3cccs3)c2)cc1[N+](=O)[O-]	i
Cn1c(=O)c2c(nc(NCc3ccco3)n2Cc2ccc(Cl)c(Cl)c2)n(C)c1=O	i
FC(F)(F)c1cc(-c2ccco2)nc(N2CCCCC2)n1	i
N#Cc1c2c(c(NCCN3CCCCC3)n3c1nc1ccccc13)CCC2	?
CCCOc1ccc2oc(=O)c3c(c2c1)CCCN3C(=O)CN1CCOCC1	i
COc1ccc(CNc2nc(-c3ccc(C)cc3)cc(C(F)F)n2)cc1	i
Cc1cc(C)c(S(=O)(=O)N2CCCC(C(F)(F)F)C2)c(C)c1 (centres undefined)	i
CN1C(=O)/C(=N/OC(=O)c2ccccc2Cl)c2ccccc21	?
O=C(Cn1c(=O)oc2ccccc21)N1CCC2(CC1)C(=O)Nc1ccccc12	i
Cc1c(O)cccc1C(=O)N1CCc2c(nc(-c3cccnc3)[nH]c2=O)C1	?
O=C1CC(N2CCN(c3ncccn3)CC2)C(=O)N1c1cccc(Cl)c1 (centres undefined)	i
FC(F)(F)CCc1ccnc(N[C@H]2COC[C@@H]2N2CCCCC2)n1	?
O=C(NC1CC(=O)N(C2CCCCCC2)C1)c1ccc2n[nH]nc2c1 (centres undefined)	i
CCOC(=O)CN1CCC(Cc2n[nH]c(=O)n2CC)CC1	?
Cc1nc(C(C)NC2CCN(S(C)(=O)=O)CC2)n[nH]1 (centres undefined)	i
CCSc1nc2c(c(=O)[nH]1)C(c1ccc(F)cc1)C1=C(CCCC1=O)N2 (centres undefined)	i
O=C(CSCc1ccc([N+](=O)[O-])cc1)NC1CCCCCC1	i
Cc1c(Cl)cccc1NC(=O)c1cc2ccccc2o1	i
COc1cnn(-c2ccccc2)c(=O)c1Cl	i
CSc1nc(C(=O)N2CCCC(Cn3cc(C(C)(C)C)nn3)C2)cs1 (centres undefined)	?
Cc1ccc(-c2nc(N3CCC(CO)CC3)ncc2-c2ccc(CO)cc2)cc1	?
Cc1cccn2cc(-c3ccc(F)cc3)nc12	i
COc1ccc(-n2ncc3c(Nc4ccc(C)cc4C)ncnc32)cc1	?
COc1cccc(C2C(C(C)=O)=C(O)C(=O)N2CCc2ccccc2)c1 (centres undefined)	i
CCOc1ccc(CCN2C(=O)CCC2(C)C(=O)NC(C)CC)cc1OCC (centres undefined)	i
C=CCn1cc(CNC(C)C2=CCCCC2)c(C)n1 (centres undefined)	i
O=S(=O)(NCc1nc(CCc2ccccc2)n[nH]1)c1cccs1	i
CCOc1ccc(C(=O)Nc2ccc(S(=O)(=O)Nc3nnc(CC)s3)cc2)cc1	?
CCOc1ccc(NC(=O)CC2Nc3cc(C)c(C)cc3NC2=O)c([N+](=O)[O-])c1 (centres undefined)	?
Cc1nc(N2CCCCCCC2)ncc1C(C)NC(=O)c1c(C)noc1C (centres undefined)	i
COc1ccccc1C(CC(=O)O)c1ccco1 (centres undefined)	i
O=C(CN1CCCCCC1)NCCCC1CCOC1 (centres undefined)	?
O=C1CC(c2ccccc2)CC2=C1C(c1cccc(Br)c1)Nc1ccccc1N2 (centres undefined)	i
Cc1noc(-c2ccc(N3CCc4nnc(C5CCCO5)n4CC3)nc2)n1 (centres undefined)	?
CCOC(=O)c1c(NC(=O)c2cc(C(C)C)on2)sc(C)c1C	i
Cc1ccc(-c2cc(N3CCN(S(=O)(=O)c4ccc(C(C)C)cc4)CC3)ncn2)cc1	i
CSC1=N/C(=C\c2cc3c(cc2Br)OCO3)C(=O)S1	i
CCCc1cc2c(=O)c(-c3ccc4c(c3)OCCO4)coc2cc1OC(C)=O	i
CCOc1ccc(N(CC(=O)N2CCc3ccccc3C2)S(C)(=O)=O)cc1	i
CNc1ccc(C)cc1C(=O)N[C@H]1C[C@H]2CN(C)CCN2C1	i
Cc1cc(C)c(S(=O)(=O)N2CCN(c3nc(C)cc(N(C)C)n3)CC2)c(C)c1	i
CC(C)(N)c1cn(CC2CCCN(C(=O)NCCc3ccc(F)cc3)C2)nn1 (centres undefined)	i
COC(=O)C(Cc1c[nH]c2ccccc12)NC1OC(=O)c2c1ccc(OC)c2OC (centres undefined)	i

# Overlap with the part before: three entries, then new ones.
structure	ST2 inh
Cc1cc(C)c(S(=O)(=O)N2CCN(c3nc(C)cc(N(C)C)n3)CC2)c(C)c1	i
CC(C)(N)c1cn(CC2CCCN(C(=O)NCCc3ccc(F)cc3)C2)nn1 (centres undefined)	i
COC(=O)C(Cc1c[nH]c2ccccc12)NC1OC(=O)c2c1ccc(OC)c2OC (centres undefined)	i
O=C(c1cn[nH]c1-c1ccccc1F)N1CCC2(CCCO2)CC1	?
COc1ccc(-n2ncc3c(NCc4cccnc4)ncnc32)cc1	?
Cc1ccnc(NCCn2cc(C3CC=CCC3)nn2)c1 (centres undefined)	i
c1ccc(C2CCN(CCn3ccnc3C3CC3)C2)cc1 (centres undefined)	i
C=CCSc1nc(O)cc(=O)n1-c1ccccc1	?
Cc1cc(C)cc(OCCCn2cc(/C=C3/C(=N)N4C=CSC4=NC3=O)c3ccccc32)c1	?
O=C(Cc1ccc(F)cc1)NC1CC(=O)N(c2ccccc2)C1 (centres undefined)	i
Cc1nnc(Sc2cc(C(=O)NC3CC3)c3ccccc3n2)s1	?
CN1C(N)=NC(=O)C12COC(c1cccnc1)OC2 (centres undefined)	i
N#C/C(=C\c1cccs1)c1nc(-c2cccs2)cs1	64.0%*
Cc1ccc(-c2nnc(Nc3ccc4c(c3)OCO4)c3ccccc23)cc1S(=O)(=O)NCCO	i
COc1cc(F)ccc1CN1CCC(C(=O)Nc2ccc(Oc3ccccc3)nc2)CC1	i
O=C(Nc1ccccc1F)c1oc2ccccc2c1NC(=O)C1CCCCC1	i
O=C(Nc1sc2c(c1C(=O)N1CCOCC1)CCC2)c1ccccc1F	?
Cc1ccc(OCCN(C)C(=O)CC2C(=O)NCCN2C2CCCC2)cc1 (centres undefined)	i
Cc1c(C2c3ccccc3Oc3ccccc32)c(=O)n(-c2ccccc2)n1C	i
COC(=O)[C@@H](C)NC(=O)[C@H]1CN(C(C)=O)CCN1C(=O)C1CCCCC1	?
COc1cccc(OC)c1C(=O)Nc1cccc(F)c1	i
COc1ccc(CN2C(=Nc3ccc(OC)cc3)S[C@H]3[C@@H]2[C@@H](O)[C@H](O)C[C@@H]3C(N)=O)cc1	?
CNCc1cn(C[C@H]2O[C@@H](CC(=O)N(C)Cc3ccccc3)[C@H](O)[C@@H]2O)nn1	i
CCN(CC)c1ccc(C2C(C(=O)Nc3ccc(C)cn3)=C(C)NC3=C2C(=O)CC(C)(C)C3)cc1 (centres undefined)	i
CC(C)(O)C#Cc1ccc(C(=O)N2CCCC(C(=O)c3ccc4c(c3)OCO4)C2)o1 (centres undefined)	i
CCN(CC)S(=O)(=O)c1ccc(C(=O)Nc2nnc(-c3ccc(Cl)s3)o2)cc1	i
O=C(O)c1cccc2c1NC(c1ccccc1Br)C1CC=CC21 (centres undefined)	i
O=C(NCc1cccnc1)c1cc(-c2ccc(F)cc2)on1	i
CCc1nnc(NC(=O)CSc2nc(-c3cccs3)cc(C(F)(F)F)c2C#N)s1	i
Oc1ccc(/C=C/c2ccc(/C=C/c3ccc(O)cc3)c(Br)c2)cc1	i
CCOc1ccccc1C1c2[nH]c3ccccc3c2CCN1C(=O)c1nc2ncccn2n1 (centres undefined)	i
O=C(Nc1cc([N+](=O)[O-])ccc1O)c1ccc(Br)cc1	i
CCc1ccccc1NC(=O)CSc1nnc(-c2ccncc2)n1-c1ccccc1	i
O=C1C2CC=CCC2C(=O)N1CCc1ccccc1Cl (centres undefined)	i
CCc1ccc2[nH]cc(C(=O)c3ccc(C)c(C)c3)c(=O)c2c1	?
CCn1cc(S(=O)(=O)CC(=O)Nc2ccc3c(c2)OCCO3)c2ccccc21	i
N#CC1=C(N)OC2=C(C(=O)CCC2)C1c1ccc(F)cc1 (centres undefined)	i
CC(=O)c1ccc(NC(=O)N[C@H]2CCN3C(=O)[C@@H](Cc4ccccc4)NC(=O)[C@H]23)cc1	?
N#COc1ccc(Oc2ccc(OC#N)cc2)cc1	?
COc1cc2c(cc1OC)C(=O)C(C)(C)N(Cc1ccccc1)C2	i
Cc1cnc(SCCN2CCOCC2)nc1C1CCCN(C(=O)c2ccc3cc[nH]c3c2)C1 (centres undefined)	?
CCCN1CCCN(c2ccnc(C(=O)NCc3ccncc3)c2)CC1	i
COCCO[C@H]1[C@H](NC(=O)C(C)C)c2ccccc2C12CCN(C(=O)[C@@H](O)c1ccccc1)CC2	i
CSc1ccc(-c2nc(CSCC(=O)NCCN(C)C)c(C)o2)cc1	i
COc1ccc(N(CC(=O)Nc2cccc([N+](=O)[O-])c2)S(C)(=O)=O)cc1OC	?
COc1cccc2cc(-c3nc(-c4ccccc4)cs3)c(=O)oc12	?
COc1cc(C)ccc1OCCOc1cccc(C)c1	i
O=C(Nc1cccc(Cl)c1)C1c2ccccc2Oc2ccccc21	?
Cc1cc(N2CCOCC2)nc2ccc(NC(=O)CCC(=O)N3CCOCC3)cc12	i
CN1C(=O)C(CC(=O)NCCn2cccn2)(Cc2ccccc2)c2ccccc21 (centres undefined)	i
CC(=O)N1CCN(CCc2ccccc2)CC1	i
Cc1nn(CCCC(=O)Nc2cccc(Cl)c2C)c(C)c1[N+](=O)[O-]	i
CCC(C)N1C(=O)c2ccccc2C1C(=O)NC1CCCC(C)C1C (centres undefined)	i

# A different layout for 3 compounds above.
N#COc1ccc(Oc2ccc(OC#N)cc2)cc1
  ST2 inh: ?
COCCO[C@H]1[C@H](NC(=O)C(C)C)c2ccccc2C12CCN(C(=O)[C@@H](O)c1ccccc1)CC2
  ST2 inh: i
Cc1cc(N2CCOCC2)nc2ccc(NC(=O)CCC(=O)N3CCOCC3)cc12
  ST2 inh: i

# Continued.
structure	ST2 inh
O=C(CSc1ncn[nH]1)c1ccccc1	i
CCc1cnc(C)nc1NCCN(C)S(C)(=O)=O	?
NC(=O)c1c(NC(=O)COc2ccc(Cl)cc2Br)sc2c1CCCC2	i
CCCOC(=O)C1=C(C)NC2=C(C(=O)C(C(=O)OC)C(C)C2)C1c1cccc(Br)c1 (centres undefined)	i
COc1cccc(N2CCC(N3CCCC(N4CCN(c5ccccc5C)CC4)C3)CC2)c1 (centres undefined)	i
NC(=O)C1(N2CCCCC2)CCN(C(=O)CCCn2c(=O)[nH]c3ccsc3c2=O)CC1	i
C=CC1C(OC2OC(CO)C(O)C(O)C2O)OC=C(C(=O)O)C1CC(=O)O (centres undefined)	i
Cc1cc(C)c2c3c(sc2n1)C1(CCN(C(=O)c2ccccc2)CC1)C(C#N)=C(N)O3	i
Cc1cc(C(=O)N2CCCC(N3CCN(c4cccc(Cl)c4)CC3)C2)nn1C (centres undefined)	i
C=CCn1c(CC)nc2c(sc3nc4c(cc32)COC(C)(C)C4)c1=O	?
O=C1Nc2ccccc2C(O)(C(=O)NCCCN2CCCC2)N1c1ccccc1 (centres undefined)	i
CCc1ccc(CN2CCC(N3CCCC(C)C3)CC2)cc1 (centres undefined)	i
O=C(NCCN1CCc2ccccc2C1)c1ccc2nc[nH]c2c1	i
O=S(=O)(Nc1cccc(I)c1)c1ccccc1	i
Cc1ccc(CCN2C(=O)CCC2(C)C(=O)NC2CCC(C)CC2)cc1 (centres undefined)	i
O=S(=O)(NCCc1ccccc1)c1ccc(I)cc1	i
O=C(NCc1ccc(Cl)c(Cl)c1)c1ccc(Br)o1	i
CCOc1ccc2c(=O)c(-c3ccccc3)c(C(F)(F)F)oc2c1	i
CCOc1ccccc1N1CCN(C(=O)c2c(-c3ccccc3Cl)noc2C)CC1	i
CCOc1ccc(C2CC(=O)N3CN(C4CCCCC4)CSC3=C2C#N)cc1 (centres undefined)	i
O=C1[C@H]2C3c4ccccc4C(CO)(c4ccccc43)[C@H]2C(=O)N1c1ccc(F)cc1	i
O=c1c2cc(F)ccc2oc2ccc(F)cc12	i
O=C(Cn1c(C(F)(F)F)nc2ccccc21)NCc1ccco1	i
O=C(CCC1CCN(C(=O)c2ccccc2F)CC1)NCc1cccc(C(F)(F)F)c1	i
COc1ccc(CN2CCN(c3ccccn3)CC2)cc1O	?

# Reprinted at random: 4 records from the list.
structure	ST2 inh
Cc1ccc(-c2nnc(Nc3ccc4c(c3)OCO4)c3ccccc23)cc1S(=O)(=O)NCCO	i
COc1cccc2cc(-c3nc(-c4ccccc4)cs3)c(=O)oc12	?
O=C(CN1CCCCCC1)NCCCC1CCOC1 (centres undefined)	?
COc1cc2c(cc1OC)C(=O)C(C)(C)N(Cc1ccccc1)C2	i

# Going on with the list.
structure	ST2 inh
O[C@@H]1CN(Cc2c(Cl)nc3sccn23)CC[C@H]1c1ccc2c(c1)OCO2	?
Cc1cccc(N(C)S(=O)(=O)c2cccc3cccnc23)c1	?
COc1ccc2nc([C@H]3CCN(Cc4ccc(C(=O)O)cc4)C3)[nH]c2c1	?
CCOC(=O)c1c(NC(=O)c2cc(Cl)ccc2OC)sc(C(C)=O)c1C	?
COc1cccc2cc(NC(=O)c3ccc(C)c(C)c3)c(=O)oc12	i
Cc1nc2nc[nH]n2c(=O)c1NC(=O)Nc1ccc2c(c1)OCCO2	i
